PAX8 inh HTS: PAX8 transcriptional activity inhibition; inhibition, % at 12.6 µM; actives 1.2% (n = 360,000); RMG-I TPO-luciferase reporter, SteadyGlo, 24 h;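 active = mean replicate inhibition at least 60% with every replicate also reaching 60%; inconclusive = only one of the two criteria is met; inactive = mean below 60% and not all replicates reaching 60%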;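 note: luciferase light reporting Pax8 driven TPO promoter activity; plate controls were median of neutral control wells for no effect and mitoxantrone controls for full effect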
LGR2 antag: Drosophila LGR2 receptor signaling inhibition; HEK293 LGR2, CRE-luciferase, bursicon-stimulated, 4 h; actives 0.35% (n = 380,000); inhibition, % at 9.99 µM;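 active = drop in luminescence signal, shown as inhibition above about 50% in the replicate tests, limit read from the data, passing the limit was not always enough; inconclusive = probably only some replicates passing the limit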;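 note: agonist challenge used bursicon conditioned medium at about half maximal strength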
miR-122 sensor: miR-122 inhibition in Huh7 cells | Huh7 miR-122 Renilla luciferase sensor, 48 h; neutral wells = 0, positive control = 100 | activation (reporter increase), % at 12.5 µM | actives 0.3% (n = 340,000) | AID 602342;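 active = mean replicate activation score at least 90 and every replicate individually at or above 90; inconclusive = only one of the two criteria met; inactive = neither criterion met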;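 note: higher luciferase means less miR-122 activity so hits act as miR-122 inhibitors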
PGC1a acetyl inh: lowers PGC1a acetylation signal in U2OS cells. actives 0.17% (n = 350,000). inhibition, % at 15.6 µM. AlphaScreen anti-acetyl-lysine; with virally co-expressed GCN5 acetyltransferase;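 active = every replicate shows inhibition of at least 40%; inconclusive = mean inhibition at least 40% but some replicate below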;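 note: 0% = neutral control wells and 100% = positive control wells; some results beyond the cut were filed as inactive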
Cneo AK release: Cryptococcus neoformans lysis via adenylate kinase release | C. neoformans lysis, adenylate kinase release luminescence, 4 h; normalised: neutral wells 0, clomiphene wells 100 | lysis activity, % at 15 µM | actives 0.2% (n = 360,000);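 active = mean lysis activity across replicates of at least 80%, whatever share of replicates individually reach that level; inactive = mean lysis activity below 80%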
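Material: C. neoformans cells; Schedule: 4 h static compound exposure, 37 °C, read 1 h post-reagent; Measured by: adenylate kinase release luminescence; Read-out: signal increase indicating cell lysis; Controls: Clomiphene as positive lysis control.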
EWS-Fli block: inhibitors of EWS/Fli oncoprotein transcriptional activity. A673 NR0B1-luciferase reporter, viability-normalised. inhibition, % at 12.6 µM. actives 0.67% (n = 350,000). AID 651661;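 active = mean inhibition of at least 50% after viability correction, with every replicate also passing that limit; inconclusive = mean reaches 50% but only one of two replicates passes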;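 note: firefly luciferase signal divided by Alamar Blue viability fluorescence both relative to DMSO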
FN deposit inh: fibronectin deposition inhibition; actives 0.086% (n = 350,000); inhibition, % at 12.6 µM; AH1F fibroblasts, Alexa488-fibronectin deposition fluorescence, overnight; AID 743247;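 active = mean inhibition across replicates of 30% or more, regardless of how many single replicates reach that level; inconclusive = mean under 30% yet at least half of replicates reach 30%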;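 note: positive control wells lacked labelled fibronectin entirely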
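Measured by – fluorescence 485/525 nm · System – AH1F fibroblast monolayer, labelled fibronectin deposition · Amount – 10000 cells per well · Buffer or medium – serum-reduced DMEM (2% serum) · Doses – single dose, pinned · Also added – fluorescent fibronectin at 24 nM final · Schedule – 1 h cell attachment, overnight exposure to compound and label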
CASP6 VEID inh: inhibitors of human caspase-6; purified caspase-6, Z-VEID-R110 cleavage fluorescence; actives 0.53% (n = 350,000); AID 686996; inhibition, % at 12.5 µM; P55212;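 active = mean inhibition across replicates at least about 35%, with every replicate also reaching that limit, limit read from the data; inconclusive = only one of the two criteria met; inactive = neither criterion met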;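 note: 0% = median of neutral control wells and 100% = no fluorescence left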
Target sequence (P55212 24-179 limits assumed): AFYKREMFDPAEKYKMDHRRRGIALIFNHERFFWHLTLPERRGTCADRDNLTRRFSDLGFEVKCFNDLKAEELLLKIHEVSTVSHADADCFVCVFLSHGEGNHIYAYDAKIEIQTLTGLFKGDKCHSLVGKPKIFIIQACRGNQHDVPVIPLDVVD
Target sequence (P55212 194-293 limits assumed): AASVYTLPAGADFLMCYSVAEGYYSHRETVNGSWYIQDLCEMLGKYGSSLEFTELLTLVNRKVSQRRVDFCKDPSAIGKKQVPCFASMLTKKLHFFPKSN
Starred values were filed as active, the others as inactive; ? = inconclusive; . = not tested or not shown; [ ] = another dose, or the depositor's remark.

mol	CASP6 VEID inh	PGC1a acetyl inh	EWS-Fli block	Cneo AK release	PAX8 inh HTS	miR-122 sensor	FN deposit inh	LGR2 antag
COc1cc(-c2cc3nc(NCc4cccc(Cl)c4)ccn3n2)cc(OC)c1OC	-4	2	18	-2	21	.	.	.
Cc1c(NC(=S)Nc2ccc(Cl)cc2)c(=O)n(-c2ccccc2)n1C	1	-5	13	.	0	.	10	1
COc1ccc(Cc2nn3c(-c4ccccc4OC)nnc3s2)cc1	.	18	.	0	37	5	.	.
C/C(N)=C(/C#N)C(=O)COC(=O)COc1ccc(Cl)cc1C	.	-12	.	3	.	0	4	.
CN(C)CCCN(C(=O)c1cc(-c2cccs2)nc2ccccc12)c1nc2c(F)cccc2s1	3	-1	13	1	7	8	5	1
COc1cccc(/C=N/Nc2ncnc3c2[nH]c2ccc(C)cc23)c1OC	0	.	-2	.	-8	.	-71	-39
CCC(C(=O)NCc1cccc(C)c1)n1nc(C)c2c(C)n(-c3ccccc3)nc2c1=O (configuration not stated)	2	-2	.	3	11	1	7	5
Cc1ccccc1-n1c(=S)[nH]c2nc3c(cc2c1=O)COC(C)(C)C3	-5	-1	11	.	-1	-1	9	-4
CCOC(=O)c1c(NC(=O)/C=C/C(=O)O)sc(C)c1-c1ccc(C(C)(C)C)cc1	42*	47*	24	.	18	.	5	30
O=C(C1CCCN(S(=O)(=O)c2ccc(F)cc2)C1)N1CCCCC1 (configuration not stated)	1	.	.	.	4	.	2	2
CC(C)(C)S(=O)(=O)N1Cc2ccc(CO)cc2[C@@H]1CCO	2	10	9	14	4	-2	-3	0
Cc1ccc(S(=O)(=O)N2CCOCC2)cc1NC(=O)CSc1nc2ccccc2c(=O)n1Cc1ccccc1	-6	0	5	0	25	-5	23	.
O=C(CCCN1C(=O)/C(=C/c2ccccc2)SC1=S)Nc1cccc(O)c1	4	.	4	.	66*	.	.	7
CC1Sc2ccc(S(=O)(=O)NCCc3ccc(Cl)cc3)cc2NC1=O (configuration not stated)	5	4	.	-2	19	4	3	4
CCCCCOc1ccc(C2C(C(=O)c3ccc(C)o3)=C(O)C(=O)N2c2cc(C)on2)cc1 (configuration not stated)	39*	2	25	10	-1	-2	3	-3
COc1ccc(S(=O)(=O)N(C)C[C@H]2OCCCC[C@@H](C)Oc3ccc(NC(=O)Nc4c(C)noc4C)cc3C(=O)N([C@@H](C)CO)C[C@@H]2C)cc1	-2	-5	-11	-3	4	9[16.7 µM]	-5	-4
O=C(C[C@H]1C=C[C@@H](NC(=O)CN2CCOCC2)[C@@H](CO)O1)NCCc1ccccc1	2	-14	-3	-1	-8	.	.	0
Cc1cccc(-n2cc(C#N)c(=O)[nH]c2=O)n1	3	.	-7	.	11	.	-14	0
Cc1cc2cc(C)c3nnc(SCC(=O)NCc4ccco4)n3c2cc1C	.	-7	.	0	.	-7	4	.
CCN=c1scc(-c2ccc(F)cc2)n1/N=C/c1ccccn1	-2	-1	-67	.	-175	.	-9	-39
COc1ccccc1NC(=O)COc1coc(CN2CCN(c3ccccc3)CC2)cc1=O	1	-3	4	-1	9	-1	3	-5
Cc1cccc(NC(=S)NC2CCSc3ccccc32)c1 (configuration not stated)	-3	-9	1	2	-8	12	5	19
CN(CC(=O)Nc1ccc(Cl)c(S(=O)(=O)N2CCOCC2)c1)C(=O)c1ccc(C#N)cc1	0	.	1	1	2	.	-1	-3
COc1ccc(OC)c(S(=O)(=O)n2cnc3ccccc32)c1	-2	.	-6	-3	3	3	-2	-5

Quoted from the listing:
Entry for O=C(C[C@H]1C=C[C@@H](NC(=O)CN2CCOCC2)[C@@H](CO)O1)NCCc1ccccc1 under PGC1a acetyl inh: -14
Entry for O=C(CCCN1C(=O)/C(=C/c2ccccc2)SC1=S)Nc1cccc(O)c1 under LGR2 antag: 7

Other compounds:
mol	CASP6 VEID inh	PGC1a acetyl inh	EWS-Fli block	Cneo AK release	PAX8 inh HTS	miR-122 sensor	FN deposit inh	LGR2 antag
Cc1ccc(S(=O)(=O)N[C@H]2CC[C@H](CC(=O)NC3CCCCC3)O[C@H]2CO)cc1	3	-2	-5	1	3	.	2	2
Nn1c(SCc2cccc(Br)c2)nnc1-c1ccncc1	0	2	7	2	-29	1	-12	.
COc1cccc(CN2CCN(c3ncccn3)CC2)c1OC	1	5	7	-4	12	-4	-3	-8
CC(C)C[C@H](NC(=O)c1nc[nH]c1C(=O)NC(c1ccccc1)c1ccccc1)C(=O)OCc1ccccc1	-7	.	0	1	17	-7	-6	10
Cc1nn(C)c(N)c1[N+](=O)[O-]	-1	.	3	.	5	.	5	-12
c1ccc(OCc2nc3ccccc3[nH]2)cc1	.	-3	.	-1	-121	6	-7	.
O=C(C[C@H]1CC[C@H](NS(=O)(=O)c2ccccc2)[C@@H](CO)O1)NCCN1CCCCC1	-7	-3	2	0	-25	.	.	-14
CC1=CCC2COC(c3ccc[n+](Cc4ccccc4)c3)C1C2 (configuration not stated)	-20	2	-9	-1	11	2	14	-7
O=C(CC1C(=O)NCCN1Cc1cccc(Oc2ccccc2)c1)NCCc1cscn1 (configuration not stated)	0	.	1	.	4	.	2	-17
C[C@@H]1CCCCO[C@@H](CN(C)C(=O)Nc2ccccc2)[C@@H](C)CN([C@H](C)CO)C(=O)c2cc(NS(=O)(=O)c3ccccc3)ccc2O1	2	17	6	8	-18	2[16.7 µM]	-6	-7
COc1cccc(NC(=O)c2ccccc2)c1	7	.	-91	3	-146	6	-5	-41
COC(=O)c1ccc(OCC(O)CN2CCN(C(=O)c3ccco3)CC2)cc1 (configuration not stated)	-3	4	10	0	6	2	2	-12

Just FN deposit inh and EWS-Fli block, for some of the entries so far:
canonical_smiles	FN deposit inh	EWS-Fli block
CN(CC(=O)Nc1ccc(Cl)c(S(=O)(=O)N2CCOCC2)c1)C(=O)c1ccc(C#N)cc1	-1	1
COc1ccc(OC)c(S(=O)(=O)n2cnc3ccccc32)c1	-2	-6

(list continues)
mol	CASP6 VEID inh	PGC1a acetyl inh	EWS-Fli block	Cneo AK release	PAX8 inh HTS	miR-122 sensor	FN deposit inh	LGR2 antag
O=C(CNCC1CCCO1)Nc1ccccc1N1CCOCC1 (configuration not stated)	.	5	.	1	.	5	3	.
COc1ccccc1C(=O)Nc1ccnn1C1CCN(C/C=C/c2ccccc2)CC1	-4	.	8	-2	17	.	1	4
COc1ccccc1Cc1c(-c2ccc(OC)c(OC)c2)nc2c(C)cc(Br)cn12	2	-4	-2	1	4	5	4	5
O=C(CN1CCC(C(=O)c2ccc(Cl)cc2)CC1)NC1CCCC1	-3	.	14	-2	0	-1	5	0
O=S(=O)(c1ccc(Br)cc1F)N1CCC(O)CC1	2	.	-3	12	-6	-1	9	-11
COc1ccccc1CNCC(=O)Nc1cc(S(=O)(=O)N2CCCCC2)ccc1C	1	.	8	2	2	-9	-2	-5
O=C(OCc1nc2ccsc2c(=O)[nH]1)c1cccc(S(=O)(=O)N2CCOCC2)c1	5	?	-6	0	-7	-5	.	-14
CCCN1C[C@H](C)[C@@H](OC)CN(C)C(=O)c2cc(NC(=O)Nc3ccccc3F)ccc2OC[C@@H]1C	.	0	0	-2	4	.	8	-8
CC(=O)Nc1ccc(NC(=O)C2CCCCN2S(=O)(=O)c2ccc(C(C)(C)C)cc2)cc1 (configuration not stated)	3	.	5	-1	-3	.	3	9
COC(=O)c1cc(NC(=O)C(C)c2ccc(CC(C)C)cc2)ccc1O (configuration not stated)	0	2	15	.	37	5	-7	24
COc1cc(N)c(Cl)cc1C(=O)OCC(=O)N1c2ccccc2NC(=O)C1(C)C	-1	14	10	-4	.	.	-7	10
CSc1cccc(CN(C)C(=O)C2CCC(=O)N(CCCN3CCCC3=O)C2)c1 (configuration not stated)	-1	-3	.	-1	15	-2	5	-1
Cc1cccc(NC(=O)CCNC(=O)c2ccc(Br)cc2)c1	0	.	-57	0	-38	.	1	-50
Cc1ccc2c(c1)sc1nc(=O)n(-c3ccccc3)c(=O)n12	1	.	-22	.	-167	.	2	-97
O=C(COC(=O)c1ccc(Br)o1)NCC1CCCCC1	4	-1	0	-2	9	-5	-3	-6
CC1=C(C(=O)OCc2ccccc2)C(c2ccsc2)NC(=O)N1C (configuration not stated)	-2	.	9	.	12	.	0	12
O=C(Nc1ccc(CN2CCOCC2)cc1)c1ccc(Cl)cc1	-1	.	-118	-1	-53	.	-1	-26
Cc1noc(C)c1NC(=O)N(C)C[C@H]1OCc2cnnn2CCCC(=O)N([C@@H](C)CO)C[C@@H]1C	-1	4	-4	-1	-6	-4[16.7 µM]	-1	10
N#Cc1nc(-c2cccc(Cl)c2)oc1N1CCC(C(N)=O)CC1	-9	4	4	0	0	-5	0	0
CCC(C)(C)NS(=O)(=O)c1cc(CN2C(=O)c3cccnc3C2=O)ccc1OC	0	3	0	-2	-8	-6	2	-3
CC(=O)c1c(C)n(-c2ccccc2)c2ccc(OCC(O)CN3CCOCC3)cc12 (configuration not stated)	2	.	9	.	.	11	.	-3
C[C@H](CO)N1C[C@H](C)[C@@H](CN(C)C(=O)c2ccncc2)Oc2cc(C3=CCCC3)ccc2S1(=O)=O	0	3	5	-5	.	34[16.7 µM]	.	3
CO[C@H]1CN(C)C(=O)c2ccc(NS(=O)(=O)c3ccccc3)cc2OC[C@@H](C)N(Cc2nccs2)C[C@H]1C	3	2	8	1	.	0[16.7 µM]	5	2
CCN(CCO)Cc1csc2c(Br)cccc12	.	1	.	-4	.	1	.	-6
COc1ccc2c3c(n(C)c2c1)[C@@H](CO)N(CC1CC1)CC31CCN(C(=O)c2ccc(F)cc2)CC1	-6	-1	6	.	5	.	.	1
O=C(NCCCn1ccnc1)/C(=C\c1cccnc1)NC(=O)c1cccc(Br)c1	.	-3	.	-1	-9	0	8	27
c1ccc(Cc2ccc(OCCn3ccnc3)cc2)cc1	-1	-7	4	2	10	-6	-2	-3
COC(=O)c1ccccc1NC(=O)N1CCc2ccc(NC(=O)c3ccccn3)cc2C1	-1	.	.	0	-117	.	-2	-60
Cc1ccc(C)c(CSC2=NN3CCCC(=O)N=C3S2)c1	2	-11	-5	.	-2	4	-9	-1
CCNC(=O)C[C@H]1CC[C@H]2[C@@H](COc3ccc(NC(=O)c4ccc5c(c4)OCO5)cc3C(=O)N2C)O1	0	4	6	0	0	-3[16.7 µM]	-20	15
CC1(CCc2ccc3c(c2)OCO3)NC(=O)c2ccccc2N1 (configuration not stated)	.	14	.	4	.	0	-7	.
Oc1c(Cl)cc(Cl)cc1/C=N/Nc1ncc(Br)cn1	-14	.	-3	0	21	-62	2	-4
Cc1cc(C(=O)OCC(=O)NC(C)c2ccc(F)cc2)c(C)o1 (configuration not stated)	-3	-5	2	4	-4	-5	-5	-10
COC(=O)[C@]12C[C@H](CC(=O)NCc3cccc4ccccc34)C(=O)N(CCc3ccc(OC)c(OC)c3)C1=C[C@H](C(C)(C)C)O[C@@H]2C	-1	.	17	.	22	.	15	11
O=S(=O)(NC1=NCCCCC1)c1ccc(F)cc1	0	-2	10	-4	-14	-2	-2	-2
CC(C)C[C@H](NC(=O)c1[nH]cnc1C(=O)N[C@@H](C)C(=O)OC(C)(C)C)C(=O)OC(C)(C)C	.	2	-15	5	0	-2	13	29
